yeast rad50: NCI yeast anticancer drug screen, S. cerevisiae rad50 strain; % growth inhibition at 50 µM; 79,000 compounds, 10% hits; AID 155, 2004;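 also: 0% = growth of vehicle-only cultures of the same strain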
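Yeast carrying a defined DNA repair defect were exposed to test compounds, and growth was compared with vehicle-treated controls to give percent inhibition.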
yeast sgs1 mgt1: NCI yeast anticancer drug screen, S. cerevisiae sgs1 mgt1 strain; % growth inhibition at 50 µM; 78,000 compounds, 10% hits; AID 161, 2004;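 also: 0% = growth of vehicle-only cultures of the same strain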
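Mutant yeast exposed to compound; growth scored against vehicle-only wells.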
cln2 rad14: NCI yeast anticancer drug screen, S. cerevisiae cln2 rad14 strain | growth inhibition, % at 50 µM | 78,000 compounds, 8.3% hits | AID 165, 2004;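 also: 0% = growth of vehicle-only cultures of the same strain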
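Readout is yeast growth inhibition versus vehicle-treated controls, using a strain with cln2 and rad14 alterations exposed to compound.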
mlh1 rad18: NCI yeast anticancer drug screen, S. cerevisiae mlh1 rad18 strain | % growth inhibition at 50 µM | 79,000 compounds, 11% hits | AID 175, 2004;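 also: 0% = growth of vehicle-only cultures of the same strain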
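Vehicle-treated cultures served as the reference for growth inhibition in a yeast strain carrying DNA damage repair alterations exposed to each compound.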
yeast mec2-1: NCI yeast anticancer drug screen, S. cerevisiae mec2-1 strain; growth inhibition, % at 50 µM; 79,000 compounds, 9% hits;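 also: 0% = growth of vehicle-only cultures of the same strain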
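Each compound was tested on mec2-1 yeast, a strain altered in DNA damage repair or cell cycle control. Growth inhibition is reported relative to vehicle.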
yeast bub3: NCI yeast anticancer drug screen, S. cerevisiae bub3 mutant strain; growth inhibition, % at 50 µM; 78,000 compounds, 9.9% hits; AID 167, 2004;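 also: 0% = growth of vehicle-only cultures of the same strain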
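Compounds were applied to a genetically altered yeast strain carrying a cell-cycle control defect. Growth inhibition was scored against vehicle-treated controls.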
An asterisk follows results filed as active; & = joins results of further samples; ! = repeats disagree. Rule as the data show it: active = growth inhibition above about 70%; inactive = the rest. This is a random part of the collection; 13% or so of the library scored in one or more.

SMILES	yeast rad50	yeast sgs1 mgt1	cln2 rad14	mlh1 rad18	yeast mec2-1	yeast bub3
CCOc1ccc(N2C(C#N)c3ccccc3OC2c2ccccc2O)cc1 (centres undefined)	4	19	-5	12	46	33
COC1CCC(O)C(/C=C/[N+](=O)[O-])C1 (centres undefined)	99*	98*	90*	98*	100*	99*
O=C1/C(=C/O)CCc2c1ccc1ccccc21	98*	99*	98*	96*	99*	99*
CC(=O)Oc1ccc2ccc3nonc3c2c1	6	-1	-55	3	-11	-17
CC(C)CNC(=O)NCCCCCCNC(=O)NCC(C)C	3	-6	-17	-15	-14	-1
O=C(N/C(=C\c1ccc(Br)cc1)c1nc2ccccc2[nH]1)c1ccccc1	73*	68	67	96*	96*	88*
CCOC(=O)C(C)C(c1ccccc1)c1ccccc1 (centres undefined)	-14	12	-2	0	-3	-27
O=C(O)/C(Br)=C\c1ccc(Br)o1	17	13	12	9	4	5
CC(=O)OC(C(=O)N1CC1)C(OC(C)=O)C(OC(C)=O)C(OC(C)=O)C(=O)N1CC1 (centres undefined)	24	25	10	29	21	29
CC(C)(C)OC(=O)C(CSSCC(NC(=O)OCc1ccccc1)C(=O)OC(C)(C)C)NC(=O)OCc1ccccc1 (centres undefined)	36	0	10	17	-2	-7
c1ccc2c3[n+](ccc2c1)CCC[n+]1ccc2ccccc2c1-3	75*	85*	60	79*	38	18
C=CCn1c(=S)sc2ccccc21	15	13	18	-2	13	-8
CCOC(=O)/C(=N\OC)C(O)C(F)(F)F (centres undefined)	4	8	0	-3	10	9
CCN(CC)CCC(O)(Cc1ccccc1)c1cccc(Cl)c1 (centres undefined)	22	6	-68	21	8	17
C[N+](C)(C)CC1CCCC/C1=N\OC(=O)c1ccccc1 (centres undefined)	-7	3	18	-2	8	0
CN1c2ccccc2Oc2ccc3ccccc3c21	14	1	-4	13	-25	-8
FC(F)/C=C\c1ccccc1	9	-10	-20	7	-5	-17
O=c1oc(-c2ccc([N+](=O)[O-])cc2Cl)nc2ccccc12	13	31	2	30	23	39
O=c1c(-c2ccc(O)cc2)coc2cc(O)cc(O)c12	9	18	4	5	-6	11
O=C1CCC(=O)N1CNc1cccc(NCN2C(=O)CCC2=O)c1	-5	12	10	-5	-31	4
C/C(CC(=O)Nc1ccccc1)=N\NC(N)=S	-7	-4	18	-6	-17	-7
NC1CCC(N)CC1 (centres undefined)	9&8	1&0	-16&-12	1&-6	-6&10	10&9
O=C(Nc1ccccc1F)C(Br)C(Br)c1ccccc1 (centres undefined)	99*	99*	99*	99*	99*	99*
CN(C)COC(=S)S	4&-8	-2&-4	4&-31	2&-4	4&-14	-6&2
CCC/C(=N/NC(N)=O)c1ccco1	-3	-8	-2	0	-2	-2
More results
SMILES	yeast rad50	yeast sgs1 mgt1	cln2 rad14	mlh1 rad18	yeast mec2-1	yeast bub3
CC(C)CCCC(C)[C@H]1CCC2[C@@H]3CCC4Cc5nc6c(nc5C[C@]4(C)C3CC[C@@]21C)CC1CC[C@@H]2C(CC[C@@]3(C)C2CC[C@@H]3C(C)CCCC(C)C)[C@@]1(C)C6 (some centres undefined)	-19	-30	28	6	-44	-4
COC(=O)c1nc2n[nH]c(N)c2c2c1CCCCCCCCCC2	7	-6	-14	12	16	1
COC1CC(OC(=O)c2ccccc2)C2OC(c3ccccc3)OCC2O1 (centres undefined)	42	63	-3	6	8	15
Oc1ccccc1C(=NNc1ccccc1)c1ccccc1O	95*	95*	96*	91*	95*	96*
COC(=O)NCc1nc2cc3c[nH][nH]c3cc2n1	-8	15	-16	11	0	12
O=Cc1[nH]c(=S)[nH]c(=O)c1Cc1cccc2ccccc12	98*	99*	92*	99*	98*	98*
CC1N=C(N)NC(=O)C1c1ccc(Cl)cc1 (centres undefined)	-3	-5	-38	-7	1	-14
Cc1ccc(S(=O)(=O)Oc2ccc(N(CC(=O)O)S(=O)(=O)c3ccc(C)cc3)cc2)cc1	45	29	12	18	10	-1
CC(NC(=O)C(C)(C)C)c1ccc2c(c1)OCCO2 (centres undefined)	-4	7	-4	3	-11	4
CC(C)CC(NC(=O)C(Cc1ccccc1)NC(=O)CNC(=O)CN)C(=O)O (centres undefined)	-2	-11	-5	-12	-4	-2
Cc1cccc(C(=O)OCc2ccccc2CN2CCCCC2)c1	-5	-13	-22	-4	-10	3
Nc1ccc(-c2cc[cH-]c2)cc1.[Fe+2].c1cc[cH-]c1	8	11	12	23	10	21
COc1ccc(C(=O)C/C(=N\N(C(=O)c2ccc(OC)cc2)c2ccccc2)c2ccc(OC)cc2)cc1	14	10	-21	6	-25	-10
CC(=O)CC(C)(C)OCc1ccccc1	-22	-12	-43	26	-5	0
CN(C)c1ccc(/C=C(\NC(=O)c2ccccc2)c2nn(C)c(=O)o2)cc1	-16	-11	-21	-23	-5	-1
CCN(CCO)CC1COc2ccccc2O1 (centres undefined)	-46	-8	3	-25	-39	-10
CCC(=O)Oc1ccccc1C1CCCCC1	16	-6	4	20	-13	3
CCCCCCOC(=O)c1cccc(C)c1	7	6	-35	11	4	7
CC(O)C(=O)N1CCCCC1 (centres undefined)	14	-4	-8	-23	10	11
COc1ccc(C2CC(CO)ON2c2ccccc2)cc1 (centres undefined)	98*	98*	98*	99*	98*	98*
CC12CCC3c4ccc(OC(=O)C56C=CC(=O)C5C5C=CC6CC5)cc4CCC3C1CCC2=O (centres undefined)	12	-2	16	0	-17	-4
O=Cc1c2cnc(c1O)CSCCCCSC2	-9	-11	-45	-2	-4	-16
Cc1ccccc1C(=O)C(C)c1ccccc1 (centres undefined)	6	12	44	-9	9	4
c1ccc2c(c1)CC1c3ccccc3CC21 (centres undefined)	-1	-2	-28	-2	-7	1
CC(NS(=O)(=O)c1ccccc1)C(N)=O (centres undefined)	3	4	-11	-2	2	7
Remaining list, next part.
SMILES	yeast rad50	yeast sgs1 mgt1	cln2 rad14	mlh1 rad18	yeast mec2-1	yeast bub3
CC1=N/C(=C/c2ccc([N+](=O)[O-])s2)C(=O)O1	17	24	-35	23	23	-12
COC(=O)C(NC(=O)C(=O)NC(C(=O)OC)C(C)(C)S)C(C)(C)S (centres undefined)	4	-2	-13	4	-9	-5
O=C1C(c2ccccc2)=C(c2ccccc2)C(c2ccc(Sc3ccc(C4=C(c5ccccc5)C(=O)C(c5ccccc5)=C4c4ccccc4)cc3)cc2)=C1c1ccccc1	13	31	16	24	23	-1
CCOC(=O)c1ccc(O)c(OC)c1	2	-19	-14	-7	2	90*
Nc1nc(N)c2nc(-c3ccc([N+](=O)[O-])cc3)c(=O)[nH]c2n1	-10	-2	-11	15	-8	29
Cc1cc(C)cc(NCCC#N)c1	16	18	-2	-17	-33	12
COc1cc(C(=O)Nc2c3ccccc3nc3ccccc23)cc(OC)c1OC	-20	8	-24	-15	-5	-3
Cc1ccc(O)c(C(c2ccc([N+](=O)[O-])cc2)c2cc(C)ccc2O)c1	91*	39	90*	91*	93*	91*
CCC(=O)c1cc2ccc(OC(C)=O)cc2oc1=O	22	11	2	17	0	17
OCCSCCCCCCSCCO	7	6	11	6	2	3
CN(C)CC(O)CN(C)C	-25	-6	-40	3	-21	-10
c1ccc(-c2cccc(-c3cccc(-c4ccccc4)c3)c2)cc1	18	8	-48	-7	1	17
N#Cc1ccccc1CC(O)(c1ccccc1)c1ccccc1	36	-8	14	10	-6	-10
O/N=C1/C(=C/c2ccccc2)CCCC1C(NO)c1ccccc1 (centres undefined)	28	27	28	58	10	17
CCC(=O)C(C)C1=Nc2nnc(CCCCCCCc3nnc4n3C(=O)C(C(C)C(=O)CC)=N4)n2C1=O (centres undefined)	-14	12	-7	-4	12	-3
ON=C(Cc1ccccc1)Cc1ccccc1	1&20	82*!	-5&46	28&62	-7&6	17&-3
Cc1cccc(NC(=O)C(=O)Cc2nc3ccccc3[nH]c2=O)c1C	-10	-4	-5	-7	-4	-13
COC1OC(CO)C(OC(C)=O)C(O)C1O (centres undefined)	14	-3	7	-1	4	4
CC(C)(CN1CCCCC1)C(=O)/C=C/c1ccccc1	24	11	25	11	-11	0
Cc1cc(Cl)c(O)c(-c2cc(-c3cccc([N+](=O)[O-])c3)c3c(N)[nH]c(=S)nc3n2)c1	29	20	55	26	23	-6
CC1(C)OC(C)(C)c2c1nnc(-c1ccccc1)[n+]2[O-]	-10	16	15	20	-8	14
[O-][n+]1ccnc2ccccc21	-8&-10	-9&-19	7&-8	-3&-7	10&2	11&-1
O=[N+]([O-])c1ccc(Sc2c3ccccc3nc3cc(Cl)ccc23)cc1	-32	-18	9	-29	-18	-20
[Cu+2].c1ccc2n[nH]nc2c1	99*	98*	98*	99*	99*	99*
O=C1C=C(C2=CC(=O)c3cccc(O)c3C2=O)C(=O)c2c(O)cccc21	-32	-10	-46	-5	-13	-8

Among those listed so far, 3 contain a cyano group:
SMILES	yeast rad50	yeast sgs1 mgt1	cln2 rad14	mlh1 rad18	yeast mec2-1	yeast bub3
CCOc1ccc(N2C(C#N)c3ccccc3OC2c2ccccc2O)cc1 (centres undefined)	4	19	-5	12	46	33
Cc1cc(C)cc(NCCC#N)c1	16	18	-2	-17	-33	12
N#Cc1ccccc1CC(O)(c1ccccc1)c1ccccc1	36	-8	14	10	-6	-10

Next part.
SMILES	yeast rad50	yeast sgs1 mgt1	cln2 rad14	mlh1 rad18	yeast mec2-1	yeast bub3
Cc1nnc(N=Nc2c(O)[nH]c3ccccc23)[nH]c1=O	7	-7	0	16	1	3
CC(CCC(=O)O)(CCC(=O)O)C(=O)O	4	-1	-16	-2	4	4
Cc1ccc(S(=O)(=O)N(CC(=O)c2ccccc2)c2ccc(Br)cc2)cc1	23	26	5	16	7	2
CC(=O)OC1COC(Nc2nc(NCc3ccccc3)n(C)c(=O)c2N=O)C(OC(C)=O)C1OC(C)=O (centres undefined)	-14	2	-29	-17	-8	-12
CC(C)OC(=S)SSC(=S)OC(C)C	99*	99*	98*	98*	100*	99*
Cc1ccc(S(=O)(=O)/C=C(/SC#N)C2CCCCC2)cc1	33	70	18	80*	91*	83*
COc1ccc(/C=C2\CCC(CN3CCOCC3)C2=O)cc1 (centres undefined)	94*	93*	92*	90*	94*	93*
O=C(O)c1ccc(S(=O)(=O)c2ccccc2[N+](=O)[O-])cc1	-13	-36	-19	-39	-10	-12
Nc1nc(N)c2ccccc2n1	-11	-5	0	-2	14	-7
Nc1ccccc1C(F)(F)F	2	1	4	8	6	3
CSc1nc2c(nc(N)n2C2OC(CO)C(O)C(O)C2O)c(=O)n1C (centres undefined)	3	26	34	39	20	11
CCC(c1ccc(O)cc1)C(CC)c1ccc(OCC(N)=O)cc1 (centres undefined)	90*	90*	79*	91*	80*	93*
CCOC(=O)Cn1ncnn1	-3	-3	-34	-21	-11	-5
CNCC(OCCc1ccccc1)c1ccc(O)c(O)c1 (centres undefined)	6	36	-1	21	-2	-13
NCCCNCCCCNC(=O)C(O)NC(=O)CCCCCCN=C(N)N (centres undefined)	-3	-2	11	-2	-11	3
NC(=O)CC1CCCCCC1	0	-1	0	-2	-5	9
CSC(c1ccc(Oc2ccccc2)cc1)=[N+]1CCCCC1	47	49	23	24	13	54
Cc1cc(=O)c(C(=O)O)c(C)[nH]1	-13	-14	-57	5	-3	-2
CCN(CC)C(=O)N1C=CC(C)C=C1	-30	-15	-43	6	-15	11
CCOc1ncc(C(=O)c2ccc(C)cc2)c(OCC)n1	-9	-6	-59	-20	-20	4
O=C(Nc1ccc(Br)cc1)c1ccc(Cl)cc1Cl	11	-2	-7	4	-6	-6
COc1ccc(C(C#N)OC(C)=O)cc1 (centres undefined)	-8	-10	-27	2	-14	-14
C=C(C)c1ccc(C(=C)C)cc1	-46	-38	-4	-41	-41	-24
O=C(OC1CC2CCC1C2)c1cc([N+](=O)[O-])cc([N+](=O)[O-])c1 (centres undefined)	9	-9	-20	-3	-1	-4

Some of these compounds in order of length of the SMILES, smallest number first:
SMILES	yeast rad50	yeast sgs1 mgt1	cln2 rad14	mlh1 rad18	yeast mec2-1	yeast bub3
CCOC(=O)Cn1ncnn1	-3	-3	-34	-21	-11	-5
C=C(C)c1ccc(C(=C)C)cc1	-46	-38	-4	-41	-41	-24
CC(C)OC(=S)SSC(=S)OC(C)C	99*	99*	98*	98*	100*	99*
CCOc1ncc(C(=O)c2ccc(C)cc2)c(OCC)n1	-9	-6	-59	-20	-20	4
O=C(O)c1ccc(S(=O)(=O)c2ccccc2[N+](=O)[O-])cc1	-13	-36	-19	-39	-10	-12

Screening results: PubChem, NCI
